Bioassay records: PubChem BioAssay, several laboratories
Exocytosis inh – LAMP-1 surface exposure blockers, TALL-104 cells – cell-based, flow cytometry, MLPCN library, primary screen; TALL-104 LAMP-1 surface exposure; cells stimulated with thapsigargin and PMA; inhibition, % at 10 µM; hit rate 0.66% among 360,000; AID 651702, 2012;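 active = inhibition above about 55%, limit read from the data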
HTR2A ag – mouse Htr2a agonists via beta-arrestin recruitment, primary screen, cell-based, luminescence | 5-hydroxytryptamine receptor 2A (Mus musculus), P35363 | CHO-K1 mHTR2A beta-arrestin complementation; percent of 30 µM serotonin response | activation, % at 7.6 µM | hit rate 0.66% among 360,000 | AID 624169, 2012;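 active = activation above a run cutoff, the mean activation of all tested compounds plus 3 SD, cut at about 14% in these data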;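 also: 0% = plate median of compound wells and 100% = 30 µM serotonin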
Target sequence (P35363 whole entry, looked up): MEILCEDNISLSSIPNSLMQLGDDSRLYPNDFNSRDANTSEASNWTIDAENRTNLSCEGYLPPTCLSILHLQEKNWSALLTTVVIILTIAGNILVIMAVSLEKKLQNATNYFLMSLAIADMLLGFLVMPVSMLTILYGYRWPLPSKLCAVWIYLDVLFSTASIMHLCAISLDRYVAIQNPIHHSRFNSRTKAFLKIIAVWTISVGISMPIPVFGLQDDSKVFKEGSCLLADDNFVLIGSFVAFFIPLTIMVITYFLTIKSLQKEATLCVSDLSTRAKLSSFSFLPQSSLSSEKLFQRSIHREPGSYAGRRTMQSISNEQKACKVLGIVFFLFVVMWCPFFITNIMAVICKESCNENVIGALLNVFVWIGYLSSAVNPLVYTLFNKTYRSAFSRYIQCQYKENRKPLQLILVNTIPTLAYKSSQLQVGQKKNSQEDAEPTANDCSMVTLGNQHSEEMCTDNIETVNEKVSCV
ABCB6 inh 2 – ABCB6 transporter inhibitors, primary screen, K562-ABCB6 cells, flow cytometry, MLPCN library. hit rate 0.19% among 360,000. K562-ABCB6 porphyrin accumulation, 1 h; active compounds read low. fluorescence ratio to DMSO, % at 10 µM;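 active = fluorescence ratio to DMSO below 75%, the collection mean minus 3 SD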;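 also: signal is porphyrin accumulated inside mitochondria; 100% equals median channel fluorescence of DMSO control wells; lower ratio means ABCB6 inhibition with less porphyrin fluorescence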
ABHD5 PLIN5 PPI – ABHD5-PLIN5 interaction inhibitors, primary screen, cell lysate, split luciferase complementation, luminescence | hit rate 0.78% among 360,000 | Perilipin-5 (Homo sapiens) + 1-acylglycerol-3-phosphate O-acyltransferase ABHD5 (Homo … | inhibition, % at 4 µM | AID 602281, 2012 | Split G. princeps luciferase complementation, 4 h;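 active = inhibition above the mean inhibition across every tested compound plus 3 SD, cut at about 22% in these data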;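 also: 0% = DMSO only wells and the 100% control is not disclosed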
Cardio protect – cardioprotection against H2O2-induced cell death, primary screen, uHTS, H9c2 cells, ATPLite luminescence; H9c2 cardiomyocytes, H2O2 injury protection, 2 h; protection from H2O2 cell death, % at 20 µM; hit rate 0.63% among 360,000;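 active = compounds giving at least 50% protection of heart cells from peroxide-induced death in the single-dose screen, raw or plate-pattern-corrected value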;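 also: 0% = DMSO wells with peroxide and 100% = DMSO wells without peroxide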
MC4R antag cAMP – MC4R antagonists of cAMP signaling, primary screen, cell-based, TR-FRET, antagonist arm of biased-ligand search; Melanocortin receptor 4 (Homo sapiens), P32245; MC4R-expressing cells, MTII-stimulated cAMP, LANCE TR-FRET; hit rate 0.48% among 360,000; inhibition, % at 6.5 µM;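 active = inhibition above its plate's cutoff, the mean of tested wells on that plate plus 3 SD, cut at about 29% in these data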;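 also: 0% = Melanotan II alone and 100% = Melanotan II plus saturating MCL0020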
Target sequence (P32245 whole entry, looked up): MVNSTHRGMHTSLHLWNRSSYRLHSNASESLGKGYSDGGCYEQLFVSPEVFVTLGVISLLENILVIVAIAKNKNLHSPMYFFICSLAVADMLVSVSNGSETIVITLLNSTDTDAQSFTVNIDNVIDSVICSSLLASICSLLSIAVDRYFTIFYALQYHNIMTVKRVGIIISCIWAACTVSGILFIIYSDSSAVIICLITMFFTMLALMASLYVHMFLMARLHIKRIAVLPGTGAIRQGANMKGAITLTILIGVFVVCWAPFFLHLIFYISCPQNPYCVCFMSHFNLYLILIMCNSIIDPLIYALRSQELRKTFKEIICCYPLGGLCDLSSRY
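System: U2OS-MC4R stable cell line; Technique: Eu-cAMP/anti-cAMP TR-FRET, emission 671 nm; Repeats: single well per compound; Also added: Melanotan II; Dosing: one concentration, 6.5 µM nominal; Schedule: 30-min compound, 1-h challenge, 1-h detection, room temperature.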
aDG glyco act – activators of alpha-DG glycosylation, primary screen, uHTS, Pro5-aDG cells, AlphaScreen. hit rate 0.22% among 360,000. AID 624168, 2012. alpha-DG glycosylation AlphaScreen (IIH6); 0% Pro5, 100% B10-LARGE cell signal. activation, % at 10 µM;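 active = activation of at least 8% versus controls, or a plate z-score of at least 8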;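 also: Pro5 are CHO cells carrying HIG-tagged alpha-DG that lacks glycosylation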
N-glyco inh – increase of ERlucT glycosylation luciferase signal, primary screen, N-linked glycosylation inhibitor project, D54 ERlucT cells, luminescence, set 2. D54 ERlucT glycosylation luciferase reporter, 24 h; percent of 100 nM tunicamycin response. reporter increase, % at 12.5 µM. hit rate 0.23% among 360,000. AID 588692, 2011;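 active = mean luciferase reporter signal, scaled so untreated is 0 and the glycosylation-blocking control 100, at or above a set limit in every replicate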;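 also: luciferase carries N-glycosylation sites so blocking glycosylation raises the light; 0% = median of neutral control wells and 100% = median of 100 nM tunicamycin wells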
hiPSC survival – enhancers of single-cell hiPSC survival, primary screen, ATPlite luminescence. hit rate 0.044% among 360,000. 100% = ROCK inhibitor wells, 0% = DMSO. survival enhancement, % at 20 µM. AID 602274, 2012; in the data active = survival enhancement above about 18%;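 also: cells exposed to compounds for 16 hours before the ATP read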
MC4R ag barr – MC4R agonists recruiting beta-arrestin, primary screen, cell-based, luminescence, agonist arm of biased-ligand search; U2OS MC4R beta-arrestin complementation; percent of melanotan II response, DMSO zero; Melanocortin receptor 4 (Homo sapiens), P32245; hit rate 0.98% among 360,000; AID 540308, 2011; activation, % at 8.9 µM;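 active = activation above a per-plate cutoff, the mean activation of sample wells on that plate plus 3 SD, cut at about 8% in these data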
* hit, by the source's call; . = no result given. Compounds as they come; any-hit rate near 4.5%.

Value order – Exocytosis inh | HTR2A ag | ABCB6 inh 2 | ABHD5 PLIN5 PPI | Cardio protect | MC4R antag cAMP | aDG glyco act | N-glyco inh | hiPSC survival | MC4R ag barr
> COc1ccc(N2CCN(C(=O)c3oc4c(c3C)C(=O)CCC4)CC2)cc1
  2.5 | 7.6 | 98.0 | -3.9 | -2.5 | 2.3 | -0.1 | -1.0 | 0.1 | -1.4
> CN(C)S(=O)(=O)c1cccc(NC(=O)CCc2c[nH]c3ccccc23)c1
  -1.5 | -8.0 | 102.0 | 4.0 | -7.1 | 18.2 | -0.1 | -1.9 | -0.1 | 3.4
> CC(=O)c1cccc(NS(=O)(=O)c2cc(OCC(N)=O)c(C)cc2Cl)c1
  1.0 | 0.2 | 97.0 | 4.1 | -3.8 | 9.8 | 0.1 | 1.3 | 3.6 | -3.2
> COc1cc(C(=O)Sc2ccc(C)cc2)cc(OC)c1OC
  0.2 | -3.0 | 96.0 | -21.4 | 14.3 | 4.4 | -0.2 | 2.3 | 0.9 | -0.6
> COc1ccc(OCCSc2nnc3c(Cl)cc(Cl)cn23)cc1
  -2.9 | 4.9 | 94.0 | 1.5 | 4.8 | 9.2 | 0.2 | 4.1 | -1.3 | -2.8
> COc1ccc2c(=O)c3c(=O)n(Cc4ccco4)c(-c4ccccc4)nc3oc2c1
  4.5 | 2.2 | 96.0 | 4.5 | 16.9 | 9.7 | 0.0 | 0.9 | 0.8 | 0.5
> Cc1ccccc1CNCCCSc1ncccn1
  -5.6 | -2.2 | 101.0 | -6.1 | 3.7 | 7.6 | -0.1 | 0.0 | -0.5 | 1.6
> O=C(CC1CC1)N[C@@H]1CC[C@@H](CCNS(=O)(=O)c2ccc(F)cc2)O[C@@H]1CO
  -6.2 | 1.7 | . | -3.9 | . | . | -0.2 | . | . | .
> CNc1ccc(S(=O)(=O)NCC(=O)NCCCc2ccccc2)cc1[N+](=O)[O-]
  -4.7 | -4.2 | 104.0 | -2.5 | -2.1 | 13.6 | -0.4 | 0.8 | -0.2 | -4.7
> Cc1cc(SCC(=O)Nc2ncc(Cl)cc2Cl)nc2ccccc12
  -5.6 | -2.9 | 99.0 | -4.3 | -5.0 | 1.1 | 0.1 | -8.4 | 0.4 | -0.3
> CCOc1ccc(S(=O)(=O)N2CCN(C(=O)c3ccncc3)CC2)cc1
  -8.2 | 5.8 | 99.0 | 6.8 | -8.2 | -5.5 | -0.3 | -1.2 | -0.1 | -2.5
> Cc1cccc2c1-c1sc(C(=O)Nc3ccccc3N3CCN(C)CC3)cc1CO2
  15.2 | -10.2 | 89.0 | 20.7 | -0.8 | 5.8 | 0.1 | -2.3 | -0.7 | 1.3
> CN1CCC(N(C)CC(C)(C)NS(=O)(=O)c2ccccc2)CC1
  1.5 | 5.7 | 184.0 | -4.9 | -9.5 | 7.3 | 0.0 | -0.2 | -0.3 | -1.1
> CCC(=O)c1c[nH]c(C(=O)NCc2ccccc2OC)c1
  1.6 | 0.4 | 100.0 | 2.7 | 1.6 | 13.3 | 0.0 | 2.4 | -0.4 | -2.8
> CCOC(=O)C1=C(C)N(C)C(C)=C(C(=O)OCC)C1c1ccc(Cl)cc1
  -2.5 | 4.2 | 100.0 | 0.8 | -3.7 | 7.9 | 0.6 | 0.2 | -0.4 | 4.1
> CC(C)NC(=O)N(C)C[C@H]1Oc2c(NC(=O)c3ccc(-c4nccs4)cc3)cccc2C(=O)N([C@@H](C)CO)C[C@H]1C
  1.8 | -5.5 | 100.0 | 6.3 | -8.6 | 7.4 | -0.2 | 0.2 | -1.8 | -0.3
> CC1CCN(C(=O)c2ccc(S(=O)(=O)N3CCCCCC3)cc2)CC1
  0.6 | -5.4 | 98.0 | -8.8 | 5.8 | -5.6 | -0.3 | 0.2 | -0.6 | 0.4
> CSc1nc(NNC=O)cc(Oc2ccc(NC(C)=O)cc2)n1
  19.4 | 7.2 | 99.0 | -2.3 | -4.6 | 3.2 | -0.1 | -3.3 | -0.6 | -0.4
> COc1cc(C(=O)NCc2nnc(SCC(=O)N3CCOCC3)o2)cc(OC)c1OC
  -11.6 | 10.8 | 100.0 | -5.5 | 21.5 | 0.6 | 0.4 | 3.0 | -0.1 | 4.4
> Cc1c(C(=O)N/N=C/c2ccoc2)cccc1[N+](=O)[O-]
  -5.2 | 1.1 | 100.0 | 9.2 | -1.3 | 10.2 | -0.3 | 0.4 | 0.2 | -4.6
> COc1ccc2cc(C(=O)C3CCCN(C(=O)c4csnn4)C3)ccc2c1 (stereo not drawn)
  9.9 | -2.0 | 104.0 | 9.3 | -3.1 | 0.6 | 0.1 | -0.3 | -0.4 | -0.1
> Cc1ccc(C(=O)N(Nc2nc3ccccc3s2)C(=O)c2ccc(C)cc2)cc1
  -1.3 | -0.1 | 83.0 | -4.5 | 3.1 | 7.9 | 0.3 | -0.3 | 1.4 | 24.6*
> Cn1c(=O)c2cc(NC(=O)Cc3ccccc3F)ccc2n1Cc1ccc(Cl)cc1
  -3.2 | 0.3 | 100.0 | 8.9 | 2.0 | 2.7 | 0.0 | -3.6 | -0.5 | 0.5
> COc1cccc(C(NC(=O)C2CCN(CCCOc3ccccc3)CC2)c2ccccn2)c1 (stereo not drawn)
  1.3 | -2.2 | 100.0 | 8.3 | -2.0 | 5.9 | 0.4 | 1.3 | 0.3 | 2.3
> Cc1cccc(NC(=O)C2Cc3ccccc3O/C2=N\O)c1 (stereo not drawn)
  -1.2 | 15.7* | 108.0 | -2.9 | -1.7 | 2.1 | 0.1 | -0.4 | -0.5 | 1.0
> O=C(O)c1ccc(NC(=O)C2C3CCC(C3)C2C(=O)O)cc1 (stereo not drawn)
  -5.6 | 2.7 | 113.0 | 9.8 | 3.0 | 0.6 | -0.2 | 0.6 | 3.2 | 1.3
> O=C(CSc1nnnn1-c1ccccc1)Nc1ncc(Cc2ccccc2Cl)s1
  1.4 | -2.2 | 103.0 | 3.5 | -5.6 | 7.5 | 0.2 | -1.0 | -1.1 | 0.9
> CCC(C)NC(=O)c1cn(C)c(=O)c2cc(OC)c(OC)cc12 (stereo not drawn)
  7.3 | -5.0 | 96.0 | 3.5 | 1.1 | -6.0 | 0.0 | -0.8 | 0.4 | -1.9
> CC1=C(C(=O)N2CCOCC2)CC(CC(=O)NCCN2CCOCC2)C(=O)N1Cc1ccccc1 (stereo not drawn)
  -4.0 | 7.6 | 104.0 | 13.1 | -1.4 | 8.1 | 0.2 | 2.1 | 0.4 | 2.4
> Cn1c(C(=O)N2CCCC(C(=O)NCCCSC3CCCCC3)C2)cc2sccc21 (stereo not drawn)
  1.2 | 0.9 | 94.0 | 0.8 | -3.7 | 8.5 | 1.2 | -0.6 | 0.2 | 5.5
> Cc1cc(NC(=O)CCCN2C(=O)c3cccnc3C2=O)ccc1Br
  0.2 | 2.7 | 97.0 | -0.4 | 4.4 | -0.6 | 0.1 | -1.1 | 0.4 | -3.7
> Cc1c(NC(=O)c2ccc(N(C)S(=O)(=O)c3ccccc3)cc2)c(=O)n(-c2ccccc2)n1C
  -2.4 | 9.7 | 90.0 | 3.2 | -0.6 | -0.4 | -0.6 | -1.7 | -0.2 | 5.0
> CCOC(=O)c1cnc2nc[nH]n2c1=O
  -2.5 | 0.4 | 101.0 | 1.1 | 3.5 | -0.5 | 0.1 | 1.1 | -0.6 | -0.2
> CCc1noc(C)c1C(=O)N1CCCC1
  -2.2 | -0.1 | 102.0 | 7.3 | -0.9 | 6.0 | -0.2 | 1.7 | 4.3 | 0.2
> COCCn1c(NCc2ccc(C)cc2)nc2c1c(=O)[nH]c(=O)n2C
  -0.7 | 2.1 | 90.0 | 0.3 | 2.2 | 2.1 | 4.2 | 3.1 | 2.6 | -0.4
> Cc1cc(=O)c2ccccc2[nH]1
  -2.3 | 0.1 | 92.0 | 1.9 | 7.5 | -3.7 | 0.3 | -0.2 | -1.7 | -2.4
> CC(OC(=O)c1n[nH]c2ccccc12)C(=O)NC1CCCCC1C (stereo not drawn)
  -0.1 | 5.9 | 101.0 | -1.1 | -4.0 | -7.4 | 0.0 | -1.6 | 0.8 | 2.0
> COc1ccc(-c2nc(CSCC(=O)N3CCc4ccccc43)c(C)o2)cc1OC
  -1.2 | -2.2 | 105.0 | -5.9 | 4.2 | 0.1 | 0.0 | 3.1 | 7.3 | -0.3
> O=C(NCc1ccccc1)C(c1ccc(F)cc1)N(C(=O)c1csnn1)c1ccccc1 (stereo not drawn)
  44.9 | 7.4 | 96.0 | 7.6 | 7.2 | -4.2 | -0.1 | -0.4 | -0.4 | -1.1
> CCOc1ccc(-n2cccc2C=O)cc1
  -4.8 | -2.1 | 95.0 | 1.8 | 0.9 | -2.8 | 0.0 | -0.1 | 1.1 | -1.1
> O=C(NC1CCCCC1)c1ccc2snnc2c1
  -13.6 | 0.2 | 100.0 | -0.4 | 5.3 | 23.6 | 0.1 | 1.3 | -0.1 | -0.1
> Cn1nc(OC(=O)Nc2cccc(Cl)c2)cc1C(F)(F)F
  1.0 | -2.2 | 98.0 | -2.0 | -24.7 | 6.5 | 0.1 | -1.3 | 1.7 | 1.0
> Oc1ccccc1-c1cc(-c2ccc(F)cc2)n[nH]1
  1.8 | -5.2 | 96.0 | 9.4 | -10.3 | 5.4 | 0.1 | -9.1 | -0.5 | 0.7
> CN(C(=O)c1cccc(NC(=O)Cc2cccc(NC(=O)C3CCCN(C(=O)c4ccccc4)C3)c2)c1)C1CCC1 (stereo not drawn)
  1.9 | 7.3 | 94.0 | 7.2 | -6.2 | 1.3 | 0.3 | -1.0 | -1.7 | -0.1

Sorted by number of heavy atoms (highest first): some entries from above
Value order – Exocytosis inh | HTR2A ag | ABCB6 inh 2 | ABHD5 PLIN5 PPI | Cardio protect | MC4R antag cAMP | aDG glyco act | N-glyco inh | hiPSC survival | MC4R ag barr
> CN(C(=O)c1cccc(NC(=O)Cc2cccc(NC(=O)C3CCCN(C(=O)c4ccccc4)C3)c2)c1)C1CCC1 (stereo not drawn)
  1.9 | 7.3 | 94.0 | 7.2 | -6.2 | 1.3 | 0.3 | -1.0 | -1.7 | -0.1
> O=C(NC1CCCCC1)c1ccc2snnc2c1
  -13.6 | 0.2 | 100.0 | -0.4 | 5.3 | 23.6 | 0.1 | 1.3 | -0.1 | -0.1
> CCOc1ccc(-n2cccc2C=O)cc1
  -4.8 | -2.1 | 95.0 | 1.8 | 0.9 | -2.8 | 0.0 | -0.1 | 1.1 | -1.1
